From PubChem BioAssay
Hck-Nef inh – blocks Nef-activated human Hck kinase; P08631; inhibition, % at 20 µM; Recombinant Hck-YEEI plus Nef, Z-Lyte FRET kinase assay; 220,000 tested, 0.68% active;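 active means Hck-Nef kinase inhibition above about 50%, limit read from the data; inactive means inhibition below that limit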;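 further: 0% = DMSO with Hck plus Nef and 100% = Hck alone without Nef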
m-calpain inh – blocks pig calpain II enzyme activity; 220,000 tested, 0.37% active; inhibition, % at 16 µM; purified calpain II, fluorogenic peptide substrate, 30 min;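 active means inhibition above about 50%, limit read from the data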
eIF4E 4G PPI – blocks eIF4E binding to eIF4G; P63073+Q04637; TR-FRET eIF4E-eIF4GI(517-606) binding, 2 h; inhibition, % at 21.7 µM; 220,000 tested, 0.37% active; AID 782;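 active means inhibition above about 30%, limit read from the data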;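 further: 0% = full FRET control wells and 100% = background wells lacking eIF4GI fragment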
zVAD death inh – blocks zVAD induced death of L929 cells; AID 1377; L929 zVAD necroptosis rescue, ATP luminescence, 24 h; with zVAD 60 µM; viability rescue, % at 10 µM; 220,000 tested, 0.38% active;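 active means activation, scaled between plate controls, above about 75%, limit read from the data; inactive means activation under that limit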;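 further: 0% = zVAD with DMSO and 100% = DMSO alone without zVAD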
Rad51 HR inh – blocks human Rad51 in homologous recombination; 200,000 tested, 0.085% active; hRad51 DNA strand exchange, fluorescence dequenching; Q06609; inhibition, % at 10 µM;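 active means inhibition above 40% at the single screening dose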;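 further: 0% = DMSO control wells and 100% = blanks with heterologous ssDNA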
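material = hRad51 filaments on single-stranded DNA | timing = filaments 15 min 37 °C, then compound 30 min | signal = FRET fluorescence dequenching, excitation 485 nm, emission 520 nm | benchmarks = control wells and blank wells on each plate | evaluation = percent inhibition relative to plate controls and blanks | compound = 10 µM final, single point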
Tb hexokinase – blocks Trypanosoma brucei hexokinase 1 activity; recombinant TbHK1, G6PDH-coupled NADH A340; inhibition, % at 10 µM; 220,000 tested, 0.11% active;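 active means inhibition of 50% or more in the single-dose primary screen; inactive means inhibition below 50%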
PGE2 EP2 inh – blocks the human prostaglandin E2 receptor EP2; 260,000 tested, 0.52% active; AID 1422; P43116; inhibition, % at 25 µM; C6 glioma cells expressing human EP2, cAMP TR-FRET; cells stimulated with saturating PGE2;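 active means percent inhibition above 40 after rounding to a whole number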;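 further: rat C6 glioma host cells with rolipram phosphodiesterase inhibitor present; the protocol text gives 20 µM as final concentration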
14-3-3 Bad inh – disrupts binding of bovine 14-3-3 zeta to phospho-Bad peptide; TR-FRET 14-3-3zeta/Dy647-pBad peptide displacement, 1 h; inhibition, % at 21.7 µM; 220,000 tested, 0.71% active;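 active means inhibition above about 70%, limit read from the data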;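 further: 0% = full 14-3-3 plus peptide FRET controls and 100% = background without 14-3-3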
EP2 modulator – modulates human prostaglandin E2 receptor EP2 signaling; P43116; EP2-expressing cells, cAMP HTRF FRET, PGE2 co-stimulation; induction, % at 25 µM; 260,000 tested, 0.83% active; AID 940;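 active means compounds whose cAMP rise, as percent of the full-agonist control response, exceeds 60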;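 further: rat C6 glioma line stably carrying human EP2 under a CMV promoter; the protocol text gives 20 µM as final concentration; 100% = response of wells given 1 µM PGE2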
Active calls of the source: *; nt = not tested or not shown; & = joins results of further samples; [ ] = dose if it differs, or a comment.

(1) O=[N+]([O-])c1cccc(-c2ncc3ccccn23)c1
(2) CC(=O)c1cc(C#N)c(Oc2ccc(F)cc2)nc1C
(3) Cc1ccc(S(=O)(=O)c2c(C)nn(-c3ccccc3)c2OC(=O)c2ccc(Br)o2)cc1
(4) COc1ccc(C(=O)OC(COc2ccccc2)Cn2ccnc2)cc1 (stereo not given)
(5) O=C(Cn1cnc2c(nnn2Cc2ccccc2)c1=O)NCc1ccccc1Cl
(6) OC1CSc2nc3ccccc3n2C1 (stereo not given)
(7) CC(=O)Nc1cccc(C(=O)/C=C/c2ccc(N(C)C)cc2)c1
(8) CC(C)C(NS(=O)(=O)c1ccc2c3c(cccc13)C(=O)N2)C(=O)O (stereo not given)
(9) CCCCC1CC(/C(C)=N/NC(N)=O)OC1=O (stereo not given)
(10) COc1ccc(O)c(C(=O)/C=C/c2cc3ccccc3o2)c1

Compound,1,2,3,4,5,6,7,8,9,10
Hck-Nef inh,18,3,1,7,7,17,-68,6,-1,0
m-calpain inh,1,10,-22,-2,4,-15,28,nt,0,9
eIF4E 4G PPI,2,-3,3,3,-6,-1,0,nt,-16,-1
zVAD death inh,1.5,0.1,0.8,-0.3,0.2,1.4,-0.3,1.0,0.1,2.0
Rad51 HR inh,-14,2,6,-1,-18,15,nt,9,4,3
Tb hexokinase,-17,5,34,15,-4,-1,-2,-21,-3,-3
PGE2 EP2 inh,7,15,11,6,6,6,15,12&9,20,19
14-3-3 Bad inh,-7,-10,-8,40[fluorescence artefact?],-5,0,6,nt,2,0
EP2 modulator,-19,9,10,-51,-47,1,-42,-27,22,8

(11) CC1CCC2(CC1)NC(=O)N(CC(=O)Nc1ccc3c(c1)CCC3)C2=O (stereo not given)
(12) CC(=O)Nc1cc(C(=O)NCc2ccco2)ccc1Sc1ccc(F)cc1
(13) CCOC(=O)C1C(=O)NCC1c1ccccc1 (stereo not given)
(14) O=C(Nc1ccc(Br)cc1)c1cc2ccccn2n1
(15) COC(=O)C1=C(C)N(CCc2cc(OC)c(OC)c(OC)c2)C(=O)N[C@H]1c1ccc(Br)cc1
(16) Cc1cc(=O)c2cccc(Br)c2[nH]1
(17) Fc1ccc(N2CCN(Cc3cnc(Oc4ccc(Br)cc4)s3)CC2)cc1
(18) CCCCC(=O)Nc1nc2c(OC)cc([N+](=O)[O-])cc2s1
(19) Cc1cc(C)c(S(=O)(=O)N(C)CC(N)=O)c(C)c1
(20) O=C(Nc1ccc([N+](=O)[O-])cc1)Nc1ccc(Cl)cc1F

Compound,11,12,13,14,15,16,17,18,19,20
Hck-Nef inh,28,3,0,21,0,13,1,-25,0,21
m-calpain inh,-19,-4,-4,-8,14,-11,13,20,39,11
eIF4E 4G PPI,-4,1,0,-1,7,6,5,5,3,0
zVAD death inh,4.0,3.0,-0.2,0.8,-0.8,-0.4,1.1,3.4,-0.1,11
Rad51 HR inh,5,-10,-8,-9,nt,1,5,-9,-1,-3
Tb hexokinase,-3,0,-4,1,-4,-9,5,5,0,-13
PGE2 EP2 inh,5,11,-3,4,nt,24,12,11,5,13
14-3-3 Bad inh,-3,-1[fluorescence artefact?],-6,-1,1,11,-12,1,-15,9
EP2 modulator,34,-6,28,7,3,33,-28,-11,13,-53

Quoted from above, nos. 18 to 20
(18) CCCCC(=O)Nc1nc2c(OC)cc([N+](=O)[O-])cc2s1
(19) Cc1cc(C)c(S(=O)(=O)N(C)CC(N)=O)c(C)c1
(20) O=C(Nc1ccc([N+](=O)[O-])cc1)Nc1ccc(Cl)cc1F

Compound,18,19,20
Hck-Nef inh,-25,0,21
m-calpain inh,20,39,11
eIF4E 4G PPI,5,3,0
zVAD death inh,3.4,-0.1,11
Rad51 HR inh,-9,-1,-3
Tb hexokinase,5,0,-13
PGE2 EP2 inh,11,5,13
14-3-3 Bad inh,1,-15,9
EP2 modulator,-11,13,-53

Further entries
(21) Fc1ccc(C2=Nn3c(nnc3-c3n[nH]c4c3CCC4)SC2)cc1
(22) CS(=O)(=O)N(CC(=O)O)c1cccc(Cl)c1
(23) CCC1(c2ccc(F)cc2)NC(=O)N(CC(=O)Nc2cc(S(=O)(=O)N(C)C)ccc2Cl)C1=O (stereo not given)
(24) Clc1cccc(Oc2ncc(CN3CCOCC3)s2)c1
(25) CC(=O)c1ccc(S(=O)(=O)N2CCN(C(C)=O)CC2)cc1
(26) CCCCc1c(C)nn(-c2nnc3c4ccccc4n(CC)c3n2)c1C
(27) Cc1ccc(S(=O)(=O)N(CC(=O)N2CCOCC2)C2CCCCC2)cc1
(28) Cc1ccc([N+](=O)[O-])cc1-c1[nH]c(-c2ccc(O)c(O)c2)nc1-c1ccccc1
(29) CC(C)Cn1c(N)c(C(=O)COC(=O)c2ccncc2)c(=O)n(C)c1=O
(30) Cc1cccc(C)c1NC1=NC(C)(C)N=C(N)N1

Compound,21,22,23,24,25,26,27,28,29,30
Hck-Nef inh,0,0,21,2,0,0,-1,-1,-1,1
m-calpain inh,-26,-29,6,-7,-15,-6,11,-188,-17,-13
eIF4E 4G PPI,-1,-4[fluorescence artefact?],0,-2,6,0,-9,-5[fluorescence artefact?],2,7[fluorescence artefact?]
zVAD death inh,1.3,0.1,0.4,-0.5,1.2,1.7,0.7,1.4,0.2,0.2
Rad51 HR inh,7,14,7,1,1,-9,2,1,-10,6
Tb hexokinase,6,4,4,-1,-4,-11,-5,-13,3,-11
PGE2 EP2 inh,6,7,6,6,7,16,15,8,19,12
14-3-3 Bad inh,-6,2[fluorescence artefact?],-10,1,-15,4,-1,-6[fluorescence artefact?],-11,-5[fluorescence artefact?]
EP2 modulator,44,19,-34,-1,-4,-6,7,15,20,-5

(31) Nc1ccc(C(=O)N/N=C\C=C\c2ccc([N+](=O)[O-])cc2)cc1
(32) COc1ccc([N+](=O)[O-])cc1NC(=O)CSc1nncn1-c1ccccc1
(33) O=C(Nc1cccn2ncnc12)C(F)(F)F
(34) CCn1cc(CN2CCCC(C(=O)c3ccc(-c4ccccc4)c(F)c3)C2)cn1 (stereo not given)
(35) CCOC(=O)c1[nH]c2cc(OC)c(OC)cc2c1NC(=O)CCN1CCSCC1
(36) Cc1ccc(NC(=O)c2ccc(NCc3ccc(F)cc3)nc2)cc1
(37) O=C(c1ccccc1)c1c[nH]c2cc3c(cc2c1=O)OCCO3
(38) COC(=O)c1ccc(COc2ccccc2/C=N/NS(=O)(=O)c2ccccc2)cc1
(39) Cc1onc(-c2c(Cl)cccc2Cl)c1C(=O)N1CCc2ccccc2C1
(40) Cc1cc(C)n(CC(=O)NCc2cc(-c3nn(C)c(=O)c4ccccc34)ccc2C)n1

Compound,31,32,33,34,35,36,37,38,39,40
Hck-Nef inh,-25,10,26,-5,4,16,0,4,1,15
m-calpain inh,3,-3,14,-175,-317,-29,0,-21,13,9
eIF4E 4G PPI,-1,-1,-4,-1,26,3,3,2,9,-1
zVAD death inh,1.4,-0.1,-0.4,-0.3,1.3,36,0.3,0.5,0.0,-0.1
Rad51 HR inh,-3,2,-1,nt,-22,-2,1,nt,nt,-3
Tb hexokinase,-7,-12,2,-5,-37,-5,-8,2,-2,3
PGE2 EP2 inh,-2,5,5,10,14,9,18,6,nt,9
14-3-3 Bad inh,-1,-1,-1,-6,-2,-1,-1[fluorescence artefact?],3,-19,-5
EP2 modulator,-8,2,25,-19,-22,3,-4,7,7,14

(41) OCCN(Cc1ccccc1)C(=S)NC1CCCCC1
(42) CN1C(=O)CSc2ccc(NC(=O)NCc3ccco3)cc21
(43) Cc1c(-n2cc(C(=O)c3ccccc3O)cc(C#N)c2=O)c(=O)n(-c2ccccc2)n1C
(44) COc1ccc2[nH]c(=O)c(CN(C(=O)c3ccco3)C(C)C)cc2c1
(45) COC(=O)c1ccc(COc2ccc(/C=C(\C#N)c3nc4ccccc4[nH]3)cc2OC)o1
(46) Cc1ccc(CNC(=O)CC2C(=O)Nc3c2c(=O)n(C)c(=O)n3Cc2ccccc2)cc1 (stereo not given)
(47) COc1ccccc1C1NC(=O)NC(C)=C1C(=O)Nc1cccc(C)c1C (stereo not given)
(48) O=c1nc(N2CCCCC2)nc2n1CCO2
(49) CCCNC(=O)c1onc(CSc2ccccn2)c1C(=O)NCCC
(50) COc1c(/C=N/Nc2ccc([N+](=O)[O-])cc2[N+](=O)[O-])c(C)nn1-c1ccccc1

Compound,41,42,43,44,45,46,47,48,49,50
Hck-Nef inh,20,-17,-1,16,5,1,4,0,25,1
m-calpain inh,26,-120,18,-25,-92,2,-14,9,-9,12
eIF4E 4G PPI,-4,-26,4[fluorescence artefact?],-7,-1[fluorescence artefact?],-3,0,-1,4,4[fluorescence artefact?]
zVAD death inh,-0.6,0.3,-0.1,-1.0,0.7,0.4,0.8,-1.2,-0.3,-0.3
Rad51 HR inh,4,-1,nt,3,-25,1,-9,-14,-6,-7
Tb hexokinase,4,-2,-12,-16,-23,-8,3,2,-8,-14
PGE2 EP2 inh,2,6,nt,1,14,5,12,23,7,2
14-3-3 Bad inh,-9,6[fluorescence artefact?],-8,11,6,4,-6,-8,0,13[fluorescence artefact?]
EP2 modulator,7,-8,3,-12,-32,6,17,-8,1,5

(51) Cc1csc(=Nc2cccnc2)n1Cc1ccco1
(52) CCN1CCN(C(=O)c2ccc(OC)c(S(=O)(=O)Nc3ccc(C)cc3)c2)CC1
(53) O=C(c1ccco1)N1CCN(C(c2cccs2)c2nnnn2C2CCCCC2)CC1 (stereo not given)
(54) O=C(O)c1cccnc1SCc1cn2cc(Br)ccc2n1
(55) CCn1c(Cc2ccccc2)nnc1SCc1cccc(C(=O)O)c1
(56) CN1CCN(CC(=O)Nc2ccccc2Oc2ccccc2)CC1
(57) CNC(=O)c1cc(Nc2nnc(-c3ccc(O)cc3)c3ccccc23)ccc1OC
(58) CCOC(=O)N1CCN(C(=O)c2cc(-n3cnnc3)ccc2Cl)CC1
(59) Cn1c(C(=O)Nc2ccc3c(c2)OCO3)cc2c(=O)n(C)c3ccccc3c21
(60) COC(=O)c1sc2nc(SCc3ccccc3C#N)n(N)c(=O)c2c1C

Compound,51,52,53,54,55,56,57,58,59,60
Hck-Nef inh,21,20,3,21,0,8,14,4,-2,2
m-calpain inh,-10,-4,22,-19,-5,-13,-17,-7,-104,-29
eIF4E 4G PPI,-2,2,-3,-1,3[fluorescence artefact?],4,-2,2,1[fluorescence artefact?],7
zVAD death inh,0.4,1.0,-0.2,5.5,0.6,0.5,80*,0.3,1.4,-0.7
Rad51 HR inh,-10,-9,1,-2,10,13,7,25,-1,1
Tb hexokinase,-3,-4,-4,-3,33,-4,-18,2,-6,-12
PGE2 EP2 inh,4,10,10,12,9,13,10,9,6,6
14-3-3 Bad inh,-12,-4,2,-12,0,-2,-4,2,11[fluorescence artefact?],8
EP2 modulator,28,-11,-21,51,13,-10,-51,-5,6,24

6 entries from above, sorted by the value under eIF4E 4G PPI, largest number first:
cpd | SMILES | eIF4E 4G PPI
60 | COC(=O)c1sc2nc(SCc3ccccc3C#N)n(N)c(=O)c2c1C | 7
56 | CN1CCN(CC(=O)Nc2ccccc2Oc2ccccc2)CC1 | 4
52 | CCN1CCN(C(=O)c2ccc(OC)c(S(=O)(=O)Nc3ccc(C)cc3)c2)CC1 | 2
54 | O=C(O)c1cccnc1SCc1cn2cc(Br)ccc2n1 | -1
57 | CNC(=O)c1cc(Nc2nnc(-c3ccc(O)cc3)c3ccccc23)ccc1OC | -2
53 | O=C(c1ccco1)N1CCN(C(c2cccs2)c2nnnn2C2CCCCC2)CC1 (stereo not given) | -3

This is a subset (hit frequency here may not be typical).
